Hck Nef HTS = inhibitors of Nef-activated human Hck kinase, primary screen, biochemical, Z-Lyte FRET, 384-well, Hck-YEEI | 220,000 tested, 0.68% active | Recombinant Hck-YEEI plus Nef, Z-Lyte FRET kinase assay | AID 463187, 2010 | inhibition, % at 20 µM | Tyrosine-protein kinase HCK (Homo sapiens), P08631;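 active means Hck-Nef kinase inhibition above about 50%, limit read from the data; inactive means inhibition below that limit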;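 further: 0% = DMSO with Hck plus Nef and 100% = Hck alone without Nef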
hK5 inh = human KLK5 protease inhibitors, primary screen, biochemical, 1536-well. Kallikrein-5 (Homo sapiens), Q9Y337. recombinant hK5, fluorogenic AMC substrate cleavage. inhibition, % at 5 µM. 210,000 tested, 0.59% active;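 active means inhibition of 40% or more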;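 further: 0% = enzyme controls without compound and 100% = no-enzyme blanks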
Target sequence (Q9Y337 67-293 limits assumed): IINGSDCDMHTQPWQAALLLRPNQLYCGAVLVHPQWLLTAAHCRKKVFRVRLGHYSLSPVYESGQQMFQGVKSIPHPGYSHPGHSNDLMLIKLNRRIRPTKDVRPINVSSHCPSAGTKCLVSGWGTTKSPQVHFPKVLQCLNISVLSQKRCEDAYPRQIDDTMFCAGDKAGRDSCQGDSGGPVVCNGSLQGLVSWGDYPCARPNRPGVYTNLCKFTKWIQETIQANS
Runt-CBFb FRET = inhibitors of RUNX1 Runt–CBFb binding, primary screen, biochemical, FRET, Cerulean-Runt, Venus-CBFb, uHTS. 220,000 tested, 0.46% active. inhibition, % at 20 µM. Cerulean-Runt/Venus-CBFb FRET ratio 530/480, 1 h. Runt-related transcription factor 1 (Homo sapiens) + Core-binding factor subunit beta …;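 active means inhibition over about 50% at 20 µM in the single-dose screen, limit read from the data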;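 further: 0% = DMSO wells and 100% = excess unlabeled CBFb competitor control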
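Assay system: Cerulean-Runt domain / Medium: Tris 50 mM pH 7.5, KCl, K2SO4, 0.01% BSA / Timing: protein complex preformed 1 h, compound exposure 1 h, room temperature, dark / Measured by: FRET, excitation 422 nm, emission at 530 and 480 nm / Evaluation: loss of energy transfer signal / Control set: 5 µM unlabeled CBFb as full-inhibition high control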
Runt-SMMHC FRET = inhibitors of RUNX1 Runt–CBFb-SMMHC binding, primary screen, biochemical, FRET, Cerulean-Runt, Venus-CBFb-SMMHC, uHTS; Cerulean-Runt/Venus-CBFb-SMMHC FRET ratio 530/480, 1 h; inhibition, % at 20 µM; 220,000 tested, 0.74% active; AID 1434, 2008;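 active means mean inhibition across duplicate retests at 20 µM reaching about 50%, limit read from the data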;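 further: 0% = DMSO wells and 100% = wells with excess untagged CBFb-SMMHC; inhibitors lower the FRET ratio by blocking Runt binding to CBFb-SMMHC; some results filed as inactive read as strong as hits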
Wee1 stabilizer = Wee1 degradation inhibitors, primary screen, cell-based, HeLa, Wee1K328M-luciferase, luminescence. Wee1-like protein kinase (Homo sapiens), P30291. HeLa Luc-Wee1K328M stability; 100% = proteasome inhibitor MG132 effect. reporter increase, % at 5 µM. 220,000 tested, 1.2% active. AID 1321, 2008;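 active means activation above the mean of all tested compounds plus 3 SD, set per screening run, cut at about 8.8% in these data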;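 further: cells exposed to compound for 20 h before luminescence read; 0% = DMSO alone and 100% = MG132 at 30 µM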
FXIa inh 1536 = human FXIa protease inhibitors, primary screen, biochemical, 1536-well; purified FXIa, Boc-Glu-Ala-Arg-AMC fluorogenic substrate; Coagulation factor XI (Homo sapiens), P03951; inhibition, % at 5 µM; 220,000 tested, 0.14% active;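 active means inhibition of at least 40%; inactive means inhibition below 40%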;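 further: fluorescence of freed AMC excited at 355 nm; 0% = enzyme without compound and 100% = no enzyme blank; many of its hits are not listed in these tables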
FXIIa inh 1536 = human FXIIa protease inhibitors, primary screen, biochemical, 1536-well | Coagulation factor XII (Homo sapiens), P00748 | purified FXIIa, Boc-QGR-AMC fluorogenic substrate, 2 h | inhibition, % at 5 µM | 220,000 tested, 0.3% active | AID 800, 2007; in the data active means inhibition above about 40%;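 further: 0% = enzyme with no compound and 100% = blank without enzyme; many of its hits are not listed in these tables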
Target sequence (P00748 20-372 limits assumed): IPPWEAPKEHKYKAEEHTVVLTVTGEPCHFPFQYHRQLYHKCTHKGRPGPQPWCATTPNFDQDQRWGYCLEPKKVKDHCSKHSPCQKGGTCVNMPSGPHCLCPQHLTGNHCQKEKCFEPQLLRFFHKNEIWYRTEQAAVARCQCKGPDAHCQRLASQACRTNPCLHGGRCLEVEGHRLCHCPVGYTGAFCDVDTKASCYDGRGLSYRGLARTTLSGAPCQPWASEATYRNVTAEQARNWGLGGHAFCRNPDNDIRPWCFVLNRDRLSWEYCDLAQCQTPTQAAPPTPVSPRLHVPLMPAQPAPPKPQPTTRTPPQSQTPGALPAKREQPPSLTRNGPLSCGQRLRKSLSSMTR
Target sequence (P00748 373-615 limits assumed): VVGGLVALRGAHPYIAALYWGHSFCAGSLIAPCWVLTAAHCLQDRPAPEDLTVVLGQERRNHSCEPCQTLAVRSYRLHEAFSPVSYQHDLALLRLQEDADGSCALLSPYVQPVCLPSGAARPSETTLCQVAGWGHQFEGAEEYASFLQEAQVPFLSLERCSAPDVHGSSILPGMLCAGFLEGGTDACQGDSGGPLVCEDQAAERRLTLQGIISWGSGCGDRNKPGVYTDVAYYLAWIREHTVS
thrombin 1536 = human alpha-thrombin inhibitors, primary screen, counter-screen for coagulation protease inhibitor project, biochemical, 1536-well, fluorogenic AMC substrate. Prothrombin (Homo sapiens), P00734. Boc-VPR-AMC fluorogenic substrate cleavage. inhibition, % at 5 µM. 220,000 tested, 0.26% active;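 active means inhibition at or above 40%; inactive means inhibition below 40%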;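 further: 0% = enzyme with no compound and 100% = wells without enzyme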
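Test system: human alpha-thrombin; medium: pH 7.5 Tris-saline with Tween 20; times: reaction at room temperature; signal: AMC fluorescence at 355 nm excitation and 460 nm emission; also added: Boc-VPR-AMC substrate, 15 µM final; dosing: one concentration per compound, 5 µM, with 0.2% DMSO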
14-3-3 Bad PPI = inhibitors of 14-3-3 zeta/Bad binding, primary screen, biochemical, TR-FRET, bovine 14-3-3 zeta | 14-3-3 protein zeta/delta (Bos taurus), P63103 | TR-FRET 14-3-3zeta/Dy647-pBad peptide displacement, 1 h | inhibition, % at 21.7 µM | 220,000 tested, 0.71% active | AID 781, 2007;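 active means inhibition above about 70%, limit read from the data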;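 further: 0% = full 14-3-3 plus peptide FRET controls and 100% = background without 14-3-3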
Starred values were filed as active, the others as inactive; . = no result given; [ ] = another dose, or the depositor's remark.

#	compound	Hck Nef HTS	hK5 inh	Runt-CBFb FRET	Runt-SMMHC FRET	Wee1 stabilizer	FXIa inh 1536	FXIIa inh 1536	thrombin 1536	14-3-3 Bad PPI
1	CCCCn1c(NC(=O)c2ccccc2)c(C#N)c2nc3ccccc3nc21	21	-10	6	26	2	2	11	7	17[fluorescence artefact?]
2	C=C(C)CNC(=S)N/N=C/c1ccccc1OCC(=O)O	-5	-1	0	4	-4	-3	3	3	-13
3	CC(C)CN1C(=O)c2ccc(NC(=O)c3ccco3)cc2C1=O	22	-4	-1	-7	-3	-5	6	-9	25
4	Cc1c([N+](=O)[O-])c(C(=O)Nc2ccc3c(c2)OCCO3)nn1C	5	-7	-1	-8	-2	3	15	5	40[fluorescence artefact?]
5	CCNC(=O)N1CCCC(C(=O)c2ccc(OC)c(OC)c2)C1 (stereo not given)	18	-2	2	-2	3	-3	4	-10	0
6	CC1CN(Cc2c(O)ccc3c2oc(=O)c2ccccc23)CC(C)O1 (stereo not given)	24	2	2	-4	-2	0	12	2	83*
7	Cc1cc(C)c(NC(=S)N(Cc2cccnc2)Cc2ccco2)c(C)c1	4	-6	1	-4	1	3	7	-3	-2
8	O=C(CSc1nnc(-c2ccccc2Br)o1)Nc1nncs1	20	2	0	-8	-2	-1	8	-6	-10
9	Nc1ccc(C2(c3ccc(N)cc3)C(=O)Nc3ccccc32)cc1	-1	-7	-1	1	-1	8	10	5	-9
10	O=S(=O)(Nc1cccnc1)c1ccc(C2CCCCC2)cc1	4	9	2	0	-1	14	17	11	1
11	C=C(C)C(=O)Nc1cccc(C2=NOC3(C2)C[C@@H](C(N)=O)N(C(=O)[C@H]2CCC(=O)N2)C3)c1 (stereo not given in full)	27	-3	3	-4	.	-3	1	-6	5
12	COc1ccc(-c2csc(NC(=O)CSc3n[nH]c(N)n3)n2)cc1	23	-6	34	-3	-3	-9	2	-14	-14
13	O=c1c2c([nH]c3ccccc13)CCCCC2	23	-3	0	1	1	-1	6	-2	2
14	c1ccc(C2CC(c3cccs3)=NN2c2ccccc2)cc1 (stereo not given)	-24	-17	51*	84*	0	-11	-26	-12	-2
15	COC(=O)CCCC1=CC2=CC(=O)C(C)(OC(=O)c3cccs3)C(=O)C2=CN1Cc1ccccc1 (stereo not given)	6	2	1	2	.	2	16	-3	-4
16	CCCCN1C(=O)c2ccc(C(=O)Nc3ccccc3N3CCOCC3)cc2C1=O	22	-4	-2	-2	-4	2	7	-9	-5
17	CC(C)(C)N(Cc1ccccc1)C(=O)CSc1nnc(CNc2ccc(F)cc2)o1	2	5	-1	4	4	4	3	6	11[fluorescence artefact?]
18	COC(=O)c1sc(NC(=O)Cc2cccs2)nc1C	7	40	1	0	4	16	29	23	-7
19	COc1cc(S(=O)(=O)Nc2ccc(Br)cc2)ccc1N	-6	.	1	-3	0	-1	7	-2	-4
20	COc1ccc(C2=NN(C(=O)CN3CCCCC3)C(c3ccc(C)cc3)C2)cc1 (stereo not given)	0	-20	-1	-2	4	-5	-4	0	-7
21	C=CCNc1nc(Cl)ncc1F	0	-3	2	-2	-3	-5	1	-9	-4[fluorescence artefact?]
22	COC(=O)c1sccc1NC(=O)CSc1ccccc1N	0	-7	0	1	-1	-1	7	2	1
23	CCOC(=O)N1CCC2(CC1)C(C#N)=C(N)OC1=C2C(=O)CC(C)C1 (stereo not given)	-1	-10	0	-11	2	-4	3	-3	-13
24	Cc1ccc(-n2c(Cc3cccs3)nnc2SCC(=O)OC(C)C)cc1	0	-21	-3	2	2	-1	9	-3	-5[fluorescence artefact?]
25	COc1ccc(CCNC(=O)c2c(C)nc3ccccn23)cc1OC	19	-1	1	0	-2	-2	3	-6	-1
26	CCOP(=O)(OCC)C(NC(=O)Nc1ccccc1)C(N)=O (stereo not given)	1	-4	-3	-4	-1	2	6	-2	-1
27	CCOc1ccc(C(=O)NCC(=O)OCc2c(C)noc2C)cc1OCC	17	4	1	-3	1	2	9	2	-10
28	Cc1ccc(SCC(=O)n2nc(C)cc2C)cc1	6	-16	14	-1	-3	6	19	-4	-23[fluorescence artefact?]
29	COc1cc2c(cc1OC)C(c1ccccc1)=NCC2	3	-10	1	-2	-2	2	13	1	-1
30	O=C(COc1ccccc1C(=O)Nc1ccccc1)c1ccc(F)cc1	18	11	1	1	-4	-4	3	-4	11
31	O=C(NCCc1csc(-c2cccnc2)n1)c1cccc2ccccc12	2	-20	0	-3	-1	3	9	-2	11[fluorescence artefact?]
32	O=C(CSc1oc(-c2ccc(F)cc2)nc1S(=O)(=O)c1ccccc1)NCC1CCCO1 (stereo not given)	1	-21	-1	-2	0	2	-1	3	2[fluorescence artefact?]
33	COC(=O)c1sc(NC(=O)c2ccco2)nc1C	0	-1	-1	2	0	8	6	-8	-8
34	O=c1c2ccccc2n2cnnc2n1-c1ccccc1	0	-6	0	4	1	6	19	2	-4[fluorescence artefact?]
35	CCOC(=O)c1ccc(CNC(=O)C2CCCCC2C(=O)OCC(F)(F)F)o1 (stereo not given)	1	13	1	2	-2	4	13	-4	-2[fluorescence artefact?]
36	COc1cccc(NC(=S)/C(=C(\[O-])c2ccc(C)c([N+](=O)[O-])c2)[n+]2ccccc2)c1	-19	-6	25	-1	1	-1	11	3	-11
37	O=C(O)c1ccccc1-c1ccccc1C(=O)Nc1cccc(Br)c1	10	-6	1	-3	4	-8	6	-2	12
38	O=C1CCN1C1(C(=O)NC2CCCCC2)CCCC1	-7	-14	0	3	-1	-7	2	-11	-9[fluorescence artefact?]
39	CCn1c(=O)c([N+](=O)[O-])c(N2CCOCC2)c2ccccc21	3	-2	2	2	0	0	0	-5	0
40	O=C(C[n+]1cccc(CO)c1)Nc1nc2ccccc2s1	-5	-11	0	-2	-1	-5	1	1	-11
41	Cc1occc1C(=O)Nc1c(F)cc(F)cc1Br	1	-29	1	-6	-2	3	20	-1	15
42	NC(=NCCc1c[nH]c2ccccc12)NS(=O)(=O)c1ccc(F)cc1	-6	-6	0	4	-4	-7	-6	-6	-21
43	COc1ccc(-n2c(CCc3ccccc3)nnc2SCC(=O)c2ccc(Cl)cc2)cc1	0	-6	0	-6	2	-1	7	-9	1
44	CC(C)(C)NS(=O)(=O)c1ccc(OCC(=O)NCc2ccco2)cc1	17	-3	5	2	-2	-6	-1	-7	6
45	Cc1n[nH]c(C)c1CCNCc1ccc(OCC(O)CN2CCCCC2)cc1 (stereo not given)	20	0	0	-1	3	0	10	-12	-8
46	CCOC(=O)c1ccc(COc2ccc(C(C)C)cc2)o1	6	6	0	-2	4	0	11	0	-3
47	O=C(COc1ncnc2ccccc12)Nc1cccc(S(=O)(=O)N2CCOCC2)c1	0	-6	0	2	-3	-7	-6	-2	5
48	COc1ccc(C(C)NC(=O)c2ccc([N+](=O)[O-])cc2)cc1OC (stereo not given)	4	-10	-2	1	-3	3	7	-3	-4[fluorescence artefact?]
49	Cc1cccc(NC(=O)C(c2cccc([N+](=O)[O-])c2)N2CCCCC2)c1 (stereo not given)	0	-17	2	3	1	0	15	-1	3
50	Fc1ccc2c(c1)[C@H]1OCC[C@H]1[C@@H](c1ccco1)N2	0	9	0	-1	-2	9	8	3	3
51	COC(=O)c1cc2sccc2n1Cc1nc(-c2ccc(OC)cc2)oc1C	4	-9	1	-7	-2	-5	8	-4	-1
52	CCc1nc(C)cc(N)c1OCc1ccccc1	-1	-15	-2	-5	-3	6	18	3	32
53	COc1cc(C(=O)Nc2ccc(S(=O)(=O)NC(C)C)cc2)cc(OC)c1OC	-12	-1	0	-3	0	-5	-17	-5	-7

4 entries from above, screen by screen:
27: CCOc1ccc(C(=O)NCC(=O)OCc2c(C)noc2C)cc1OCC
44: CC(C)(C)NS(=O)(=O)c1ccc(OCC(=O)NCc2ccco2)cc1
35: CCOC(=O)c1ccc(CNC(=O)C2CCCCC2C(=O)OCC(F)(F)F)o1 (stereo not given)
38: O=C1CCN1C1(C(=O)NC2CCCCC2)CCCC1

entry no. | 27 | 44 | 35 | 38
Hck Nef HTS | 17 | 17 | 1 | -7
hK5 inh | 4 | -3 | 13 | -14
Runt-CBFb FRET | 1 | 5 | 1 | 0
Runt-SMMHC FRET | -3 | 2 | 2 | 3
Wee1 stabilizer | 1 | -2 | -2 | -1
FXIa inh 1536 | 2 | -6 | 4 | -7
FXIIa inh 1536 | 9 | -1 | 13 | 2
thrombin 1536 | 2 | -7 | -4 | -11
14-3-3 Bad PPI | -10 | 6 | -2[fluorescence artefact?] | -9[fluorescence artefact?]

Whole records, looked up by structure.
`CCCCn1c(NC(=O)c2ccccc2)c(C#N)c2nc3ccccc3nc21` in the list: Hck Nef HTS = 21; hK5 inh = -10; Runt-CBFb FRET = 6; Runt-SMMHC FRET = 26; Wee1 stabilizer = 2; FXIa inh 1536 = 2; FXIIa inh 1536 = 11; thrombin 1536 = 7; 14-3-3 Bad PPI = 17[fluorescence artefact?]
`COc1ccc(C(C)NC(=O)c2ccc([N+](=O)[O-])cc2)cc1OC` (stereo not given) in the list: Hck Nef HTS = 4; hK5 inh = -10; Runt-CBFb FRET = -2; Runt-SMMHC FRET = 1; Wee1 stabilizer = -3; FXIa inh 1536 = 3; FXIIa inh 1536 = 7; thrombin 1536 = -3; 14-3-3 Bad PPI = -4[fluorescence artefact?]

Compound activity deposited in PubChem BioAssay by several laboratories.
